Bioassay records deposited in PubChem BioAssay by Sanford-Burnham Center for Chemical Genomics.
MPTP inh: permeability transition pore inhibition; AID 602449; actives 1.4% (n = 360,000); inhibition, % at 10 µM; isolated mouse mitochondria, Ca2+ swelling absorbance, 30 min;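 active = inhibition of 50% or more, scaled per plate between neutral and stimulator controls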;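 note: 0% = DMSO wells given calcium and 100% = 1 mM EGTA wells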
* hit, by the source's call. Only part of the results is shown; count on the stated rates, not on these rows.

SMILES	MPTP inh
COc1cc2oc(=O)cc(CN3CCCC3)c2cc1Cl	0.6
Cc1noc(C)c1S(=O)(=O)N(C)C[C@H]1OCc2cnnn2CCCC(=O)N([C@@H](C)CO)C[C@H]1C	-1.4
C(=C\c1ccccc1)/CN1CCN(C(c2cc3ccccc3o2)c2nnnn2C2CCCC2)CC1 (stereo unspecified)	3.1
CC(C)c1ccc(CN2CCC2(C)C(=O)Nc2cccc(Oc3ccccc3)c2)cc1 (stereo unspecified)	2.6
O=C(CNC(=O)N1CC(=O)Nc2ccccc21)Nc1ccc(Cl)cc1Cl	0.0
CC(=O)Nc1cc(-c2ccccc2CN(C)C)cn2c(-c3ccc(F)c(Cl)c3)cnc12	-0.6
C/C=C/c1ccc2c(c1)O[C@@H](CN(C)C(=O)c1ccc(F)cc1)[C@@H](C)CN([C@H](C)CO)S2(=O)=O	-2.2
CCOC(=O)CC(S(=O)(=O)c1ccccc1)S(=O)(=O)c1ccccc1	-0.2
CS(=O)(=O)c1ccc(-c2csc(C(O)(c3ccccc3)C(F)(F)F)n2)cc1 (stereo unspecified)	-0.1
CCOc1ccc(NC(=O)CN(C)C(=O)CCc2nc3ccccc3c(=O)[nH]2)cc1OCC	1.0
CN1OC[C@@H]2CN3C(=O)N(c4ccccc4)c4ccccc4[C@@H]3C[C@@H]21	0.5
COc1ccc(C(C(=O)NC2CCCC2)n2c(-c3cccs3)nc3ccccc32)cc1 (stereo unspecified)	1.5
C[C@@H]1CN([C@H](C)CO)C(=O)CCCn2nncc2CO[C@H]1CN(C)C(=O)C1CCCCC1	-1.4
Cc1ccc(Cc2c(C3CCCCC3)nc3cc(C)c(Br)c(C)n23)cc1	0.7
C[C@H](NC(=O)c1ncn2c1C(=O)N[C@@H](C)C2)c1ccccc1	-0.3
CC1C(=O)N(Cc2cn(CCC3OCCO3)nn2)CCS(=O)(=O)N1Cc1ccc(-c2cccc(N(C)C)c2)cc1 (stereo unspecified)	-3.3
O=C(Nc1ccccc1)c1cc(C2CCCCN2S(=O)(=O)c2ccccc2)on1 (stereo unspecified)	0.5
Cc1cccc(C(O)c2cnc(C)n2Cc2ccccc2)c1 (stereo unspecified)	0.6
COc1ccccc1-c1nnc(NC(=O)CCS(=O)(=O)c2ccc(F)cc2)o1	0.8
CC1(C(=O)NS(=O)(=O)c2ccccc2)CCN1C(=O)Cc1ccccc1Cl (stereo unspecified)	0.9
O=C(Nc1ccc2c(c1)OCCO2)C(C1CC1)N1CCC(Cc2ccccc2)CC1 (stereo unspecified)	-1.3
CCCCNS(=O)(=O)c1cccc(NC(=O)[C@@H]2O[C@H](CO)[C@H](O)[C@H](O)[C@H]2O)c1	-1.7
CN(C)c1ccc(NC(=O)Nc2ccc3c(c2)c(=O)n(C)n3-c2ccccc2)cc1	1.9
CC(=O)c1ccc(-c2c(CCO)sc3ccccc23)cc1	-0.4

Sorted by molecular weight (descending): 5 of the compounds above
SMILES	MPTP inh
CC1C(=O)N(Cc2cn(CCC3OCCO3)nn2)CCS(=O)(=O)N1Cc1ccc(-c2cccc(N(C)C)c2)cc1 (stereo unspecified)	-3.3
O=C(Nc1ccccc1)c1cc(C2CCCCN2S(=O)(=O)c2ccccc2)on1 (stereo unspecified)	0.5
CC1(C(=O)NS(=O)(=O)c2ccccc2)CCN1C(=O)Cc1ccccc1Cl (stereo unspecified)	0.9
C[C@H](NC(=O)c1ncn2c1C(=O)N[C@@H](C)C2)c1ccccc1	-0.3
CC(=O)c1ccc(-c2c(CCO)sc3ccccc23)cc1	-0.4

The main list resumes with the 3 entries that preceded the break.
SMILES	MPTP inh
CCCCNS(=O)(=O)c1cccc(NC(=O)[C@@H]2O[C@H](CO)[C@H](O)[C@H](O)[C@H]2O)c1	-1.7
CN(C)c1ccc(NC(=O)Nc2ccc3c(c2)c(=O)n(C)n3-c2ccccc2)cc1	1.9
CC(=O)c1ccc(-c2c(CCO)sc3ccccc23)cc1	-0.4
C[C@H]1CN([C@@H](C)CO)C(=O)c2cc(Br)cnc2O[C@@H]1CN(C)S(C)(=O)=O	-0.3
CCCCC(=O)N(C)c1c(CC)nc2c(OCc3ccc(S(C)(=O)=O)cc3)cccn12	-0.3
CN(C)c1ccc(C(=O)C(=O)N2CCN(c3ccccc3)CC2)cc1	1.5
CC1=CN2C(c3cccc([N+](=O)[O-])c3)=NON(c3ccc(C)cn3)C2C=C1 (stereo unspecified)	0.8
CCOC(=O)C1=CCN(S(=O)(=O)c2ccccc2Br)C1c1ccc(Cl)c(Cl)c1 (stereo unspecified)	-0.1
COc1ccc(C(C)C)cc1-c1cncc(NC(C)=O)n1	0.1
CC1(C(=O)NS(=O)(=O)c2cccc(Cl)c2)CCN1C(=O)CC1CCCCC1 (stereo unspecified)	0.4
C=CCC[C@@H](CCCCC)OC(=O)/C=C/[C@H](O)[C@@H](O)C[C@@H](O)CC=C	2.1
COc1cccc(C(NC(C)=O)c2nc(-c3cccc(F)c3)cs2)c1 (stereo unspecified)	5.0
O=C(Nc1ccc2c(c1)OCO2)C1Cc2c(-c3ccncc3)ccnc2O1 (stereo unspecified)	0.6
CC(C)c1ccc(NC2CCCN(C(=O)CN3CCCCC3=O)C2)cc1 (stereo unspecified)	-1.3
O=C(NCc1ccccc1)C(c1ccc(-c2ccccc2)cc1)N1CCN(C(=O)C2CCCO2)CC1 (stereo unspecified)	-1.3
COC(=O)c1ccc2nc(C3CCCCC3)c(Cc3ccc(C)cc3)n2c1	-1.7
Cc1cc(Cl)ccc1-c1cc2nc(NCCCN(C)C)n(C)c(=O)c2s1	0.7
CC(O)(c1ccc(F)c(F)c1)c1nc(-c2cccc(C#N)c2)cs1 (stereo unspecified)	2.5
CC(C)CC1C(=O)N(Cc2cn(CCC3OCCCO3)nn2)CCS(=O)(=O)N1Cc1ccc(-c2ccc(Cl)cc2)cc1 (stereo unspecified)	-1.6
COCCC(=O)N1CCOCC1c1cc(C(=O)Nc2ccccc2)no1 (stereo unspecified)	-1.7
Nc1ccn([C@@H]2O[C@H](CNC(=O)[C@@H](N)CSCc3ccccc3)[C@@H](O)[C@H]2O)c(=O)n1	-1.1
CN(C)C(=O)c1cnc(Cc2c[nH]c3ccccc23)c(I)c1	0.0
CCOC(=O)[C@]12CCC=C1N(Cc1ccco1)C(=O)[C@H](CC(=O)NCc1ccc(OC)c(OC)c1)C2	-0.3
COc1cccc(Nc2nc(C(N)c3ccccc3)cs2)n1 (stereo unspecified)	2.8
O=C(NCc1ccccc1)C(c1ccc(C(F)(F)F)cc1)n1c(=O)c(-c2cc3ccccc3[nH]2)nc2ccccc21 (stereo unspecified)	4.0
COC(=O)c1cccc2c1C(=O)c1cc([N+](=O)[O-])ccc1-2	0.8
CC(C)(C)C1CCN2CCC[C@](c3ccccc3)(C1)[C@@]21CO1 (stereo partly specified)	1.4
CCCNC(=O)c1cc(C2CCCCN2C(=O)CCCc2ccccc2)on1 (stereo unspecified)	2.5
CCNC(=O)N(C)c1c(CC)nc2ccc(C(=O)N3CCN(C(C)=O)CC3)cn12	-1.0
C[C@H](NC(=O)c1[nH]cnc1C(=O)N[C@@H](C)CO)c1ccccc1	0.4
ClCCn1c(CCl)nc2ccc(Cl)cc21	1.0
COc1ccc(NC(=O)CSc2nc3ccsc3c(=O)n2CCC(=O)O)cc1	-1.4
CCc1nc2c(OCc3ccccc3C(=O)OC)cccn2c1N(C)C(=O)c1cccs1	1.1
CCOC(=O)C1(C)CCN1C(=O)c1cc(OC)ccc1Br (stereo unspecified)	0.1
Cc1cccc(C(=O)Nc2ccc(NC(=O)c3cccc(C)c3)cc2)c1	1.2
C[C@@H]1CN([C@@H](C)CO)C(=O)CCCn2nncc2CO[C@@H]1CN(C)C(=O)Nc1ccc(N2CCCCC2)cc1	-1.2
Cc1cc(S(=O)(=O)Nc2ccc(C(=O)NCCN3CCOCC3)cc2)ccc1F	-0.3
CC1(C(=O)NS(=O)(=O)c2ccc(F)cc2F)CCN1C(=O)C1(c2ccc(Cl)cc2)CCC1 (stereo unspecified)	0.9
CCCC1NC(=O)c2cccnc2-n2c1nc1ccc(Cl)cc1c2=O (stereo unspecified)	0.6
CCn1c(SCC(=O)NC2CCCC2)nc2c(c1=O)SCC2	0.0
O=C(NCc1ccccc1)C(c1ccncc1)n1c(=O)c(-c2ccccc2)nc2ccccc21 (stereo unspecified)	-1.7
O=C(NCc1cccc(F)c1)c1[nH]c(C(F)(F)F)nc1-c1ccccc1	1.0
COCCNC(=O)C1(C)CCCN(C(=O)Cc2ccc3ccccc3c2)C1 (stereo unspecified)	0.1
COc1cccc(NC(=O)Nc2nnc([C@H]3C[C@H](O)[C@@H](CO)O3)s2)c1	2.0
COc1ccc(NC(=O)C2c3ccccc3OCC(=O)N2C2CC2)cc1 (stereo unspecified)	0.1
O=C(Nc1cccc2c1CCCC2)c1cc(C2CCCCN2C(=O)CCCc2ccccc2)on1 (stereo unspecified)	1.7
C#Cc1cc(N2CCN(C(=O)c3ccoc3)CC2)n2nc(-c3cccc(Cl)c3)cc2n1	2.7
Cn1cc(-c2coc3c(C(=O)NCc4cccs4)cccc23)cn1	0.0
CC1(C(=O)NS(=O)(=O)c2ccc(F)cc2F)CCN1C(=O)C1(c2ccc(Cl)cc2)CC1 (stereo unspecified)	1.4
COc1cc2oc(=O)cc(CN3CCCCC3)c2cc1Cl	-0.6
COc1ccc(C(=O)N2CCCC(CO)C2)cc1OC1CCN(C(C)C)CC1 (stereo unspecified)	0.6
CCN(CC)CCN(C)C(=O)c1[nH]c(C(F)(F)F)nc1-c1ccccc1	-1.1
COCCn1c(SCC(=O)Nc2ccc(F)cc2F)nc2c(c1=O)SCC2	0.0
O=C1Nc2ccccc2C(=O)N(C2CCCC2)C1C(=O)NC1CC1 (stereo unspecified)	-0.5
O=C(CSc1ncccn1)N(Cc1cccnc1)C(CCc1ccccc1)c1nc2ccccc2[nH]1 (stereo unspecified)	-1.9
C=CCC[C@H](CCCCC)OC(=O)/C=C/[C@H](O)[C@@H](O)C[C@@H](O)CC=C	0.3
CC1CN(C(=O)COC(=O)/C=C/c2ccccc2)CC(C)O1 (stereo unspecified)	-0.2
COCCNC(=O)C1CCCN(Cc2ccc(C)cc2)CC1 (stereo unspecified)	1.4
Cc1ccccc1CN1C(=O)c2ccccc2C1c1nnnn1C(C)C (stereo unspecified)	0.4
O=C(c1cccc(-c2cccc3nccn23)c1)N1CCOCC1	-1.2
O=c1[nH]cc(C=NNc2ccccc2)c(=O)[nH]1	-1.0
CC(C)CNc1ncnc2c1ncn2[C@H]1CN(Cc2ccc(C(=O)O)cc2)C[C@@H](CO)O1	-2.0
S=C1Nc2ccccc2CS1	0.2
Remaining list, next part
SMILES	MPTP inh
O=C(NCc1ccccc1Cl)c1ccc2nc([C@@H]3O[C@H](CO)[C@@H](O)[C@H]3O)[nH]c2c1	-1.3
CCNC(=O)C1(C)CCCN(C(=O)c2oc3ccccc3c2C)C1 (stereo unspecified)	0.1
C[C@@H]1CN([C@H](C)CO)S(=O)(=O)c2ccc(-c3cccc(C(=O)N(C)C)c3)cc2O[C@H]1CN(C)C(=O)Nc1ccc(F)cc1	-0.9
O=[N+]([O-])c1ccccc1S(=O)NCc1c(Cl)cccc1Cl (stereo unspecified)	-0.6
CC(=O)Nc1cccc(-c2ccnc3c2CC(C)(C(=O)NCc2ccccc2)O3)c1 (stereo unspecified)	-2.2
COc1ccc(C#Cc2cccc(-c3nc(C(=O)N4CCN(C)CC4)cc4c3[C@H](CCO)N(S(=O)C(C)(C)C)C4)c2)cc1OC (stereo partly specified)	0.6
Cc1ccc(S(=O)(=O)N2CC3C(=O)CC(c4ccccc4)N(S(=O)(=O)c4ccc(C)cc4)C3CC2c2cccc(Cl)c2)cc1 (stereo unspecified)	-0.2
CN(C)c1ccc(CNc2nc3cc(-c4ccc(F)cc4)sc3c(=O)n2C)cc1	2.0
CC[C@@H](NC(=O)[C@@H](Cc1ccccc1)NC(=O)CC[C@H]1O[C@@H](n2ccc(=O)[nH]c2=O)[C@H](O)[C@@H]1O)c1ccccc1	-1.8
CCOC(=O)[C@]12CCC=C1N(Cc1ccc3c(c1)OCO3)C(=O)[C@H](CC(=O)N1CCOCC1)C2	2.2
COc1cccc(C(C)(O)c2nc(-c3ccc(N(C)C)cc3)cs2)c1 (stereo unspecified)	99*
C[C@H]1CN([C@@H](C)CO)C(=O)CCCn2cc(nn2)CO[C@@H]1CN(C)C(=O)NC1CCCCC1	-0.7

Some of the entries so far, bar-delimited:
Molecule | MPTP inh
C[C@@H]1CN([C@H](C)CO)S(=O)(=O)c2ccc(-c3cccc(C(=O)N(C)C)c3)cc2O[C@H]1CN(C)C(=O)Nc1ccc(F)cc1 | -0.9
O=[N+]([O-])c1ccccc1S(=O)NCc1c(Cl)cccc1Cl (stereo unspecified) | -0.6
CC(=O)Nc1cccc(-c2ccnc3c2CC(C)(C(=O)NCc2ccccc2)O3)c1 (stereo unspecified) | -2.2
COc1ccc(C#Cc2cccc(-c3nc(C(=O)N4CCN(C)CC4)cc4c3[C@H](CCO)N(S(=O)C(C)(C)C)C4)c2)cc1OC (stereo partly specified) | 0.6

The results go on:
SMILES	MPTP inh
Cc1ccc2nc(-c3ccc(C#N)cc3)c(Cc3ccccn3)n2c1	-2.4
Cn1c(NCCN2CCCC2)nc2cc(-c3ccccc3)sc2c1=O	0.6
c1ccc(N=NN2CCOCC2)cc1	-0.2
Cc1ccc(-c2ccc(CN3C(C(C)C)C(=O)N(Cc4cn(CC5CCCCC5)nn4)CCS3(=O)=O)cc2)cc1 (stereo unspecified)	-0.3
C[C@@H](c1ccccc1)N1C[C@@H](COCc2ccccc2)Oc2cc(N3CC[C@H](N(C)C)C3)ccc2S1(=O)=O	1.2
COc1ccc(S(=O)(=O)N2CCC(C(=O)NCCC(=O)NCCc3cccc(F)c3)CC2)cc1	-1.6
O=C(NCc1ccccc1)c1cc(C2CCCCN2S(=O)(=O)c2ccccc2)on1 (stereo unspecified)	-2.0
CC(C)(C)OC(=O)CC(S(=O)(=O)c1ccccc1)S(=O)(=O)c1ccccc1	-0.3
CC(=O)/C=C1\OCc2cc(OCc3ccccc3)ccc21	0.4
CCCC(=O)N1CCCC1(C)C(=O)Nc1ccc(-n2cncn2)cc1 (stereo unspecified)	1.1
